NSD2 inh – inhibitors of human histone methyltransferase NSD2; O96028; NSD2 peptide methylation, AlphaScreen, 120 min; inhibition, % at 12.5 µM; actives 0.54% (n = 310,000); AID 743445; in the data active means inhibition above about 50%
Target sequence (O96028 whole entry, looked up): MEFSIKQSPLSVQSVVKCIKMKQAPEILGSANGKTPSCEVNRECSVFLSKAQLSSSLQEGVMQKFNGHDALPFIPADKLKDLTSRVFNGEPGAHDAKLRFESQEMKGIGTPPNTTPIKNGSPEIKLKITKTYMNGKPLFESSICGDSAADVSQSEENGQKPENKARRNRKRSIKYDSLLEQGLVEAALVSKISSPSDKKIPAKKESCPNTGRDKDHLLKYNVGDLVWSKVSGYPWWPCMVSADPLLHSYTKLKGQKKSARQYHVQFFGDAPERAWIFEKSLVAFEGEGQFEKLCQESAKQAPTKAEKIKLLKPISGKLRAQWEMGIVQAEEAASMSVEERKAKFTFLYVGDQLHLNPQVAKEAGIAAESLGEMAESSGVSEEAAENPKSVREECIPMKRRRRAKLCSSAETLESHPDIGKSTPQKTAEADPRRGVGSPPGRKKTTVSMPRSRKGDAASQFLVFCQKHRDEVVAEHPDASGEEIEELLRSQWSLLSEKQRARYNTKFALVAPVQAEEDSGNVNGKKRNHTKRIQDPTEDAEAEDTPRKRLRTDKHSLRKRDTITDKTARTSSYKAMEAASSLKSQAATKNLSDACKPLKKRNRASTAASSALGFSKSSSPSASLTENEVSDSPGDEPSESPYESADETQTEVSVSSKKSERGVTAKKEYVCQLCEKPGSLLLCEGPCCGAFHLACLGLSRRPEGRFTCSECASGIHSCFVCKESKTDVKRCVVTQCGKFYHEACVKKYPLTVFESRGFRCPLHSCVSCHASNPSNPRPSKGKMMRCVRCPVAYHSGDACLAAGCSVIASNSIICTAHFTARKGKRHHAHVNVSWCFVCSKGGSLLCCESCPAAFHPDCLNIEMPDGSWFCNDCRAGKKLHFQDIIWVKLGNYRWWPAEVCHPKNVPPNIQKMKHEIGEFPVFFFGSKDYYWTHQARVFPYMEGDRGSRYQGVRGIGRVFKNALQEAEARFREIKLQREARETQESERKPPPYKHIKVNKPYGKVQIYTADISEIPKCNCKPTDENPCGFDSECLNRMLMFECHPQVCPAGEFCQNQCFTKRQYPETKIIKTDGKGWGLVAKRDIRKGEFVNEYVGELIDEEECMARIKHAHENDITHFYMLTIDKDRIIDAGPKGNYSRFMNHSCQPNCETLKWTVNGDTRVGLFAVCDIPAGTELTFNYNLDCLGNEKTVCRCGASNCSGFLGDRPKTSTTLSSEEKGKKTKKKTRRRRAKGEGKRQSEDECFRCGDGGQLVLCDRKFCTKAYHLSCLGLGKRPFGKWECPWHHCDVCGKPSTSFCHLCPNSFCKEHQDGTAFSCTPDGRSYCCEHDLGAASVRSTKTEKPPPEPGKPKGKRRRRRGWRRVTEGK
Keap1 Nrf2 FP – disrupts human Keap1 binding to Nrf2 peptide; actives 0.15% (n = 340,000); Q14145; inhibition, % at 9.4 µM; Keap1 Kelch-Nrf2 peptide fluorescence polarization, 1536-well; in the data active means inhibition above about 12%;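 further: human Keap1 Kelch domain with fluorescein labeled Nrf2 9mer peptide probe; 0% = neutral control wells and 100% = peptide positive control; higher means more block of Keap1 binding to Nrf2 peptide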
DAGLB inhibitor – diacylglycerol lipase beta (human) inhibition; Q8NCG7; HEK293T DAGLB membrane lysate, EnzChek fluorogenic substrate; inhibition, % at 5.17 µM; actives 0.059% (n = 340,000); AID 504411; in the data active means inhibition above about 34%;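 further: 0% = enzyme with vehicle and 100% = wells lacking enzyme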
Arrestin-AP2 inh – inhibitors of human beta-arrestin and AP2 interaction; actives 0.31% (n = 340,000); FITC-arrestin peptide / GST-AP2 beads, flow cytometry; AP2 beta2 appendage carries R879A mutation; AID 504490; inhibition, % at 10 µM;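 active means inhibition above a set limit, near 3 SD of compounds lacking own fluorescence, cut at about 54% in these data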;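 further: plate controls were DMSO wells for no effect and 5 µM unlabelled arrestin peptide for full effect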
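Assay system: GST-AP2 R879A bound to glutathione beads, E. coli-expressed; Medium: PBS with 0.05% Tween 20 and 0.1% BSA; Also added: fluorescein-tagged arrestin peptide at 50 nM final; Timing: 12 min plus 1 h, RT; Measured by: flow cytometry, FL1 (488/535 nm); Evaluation: percent drop in bead-associated FITC signal.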
SR-BI HDL uptake – blocks mouse SR-BI lipid uptake from DiI-HDL; Q61009; inhibition, % at 12.5 µM; AID 488896; ldlA[mSR-BI] CHO cells, DiI-HDL uptake fluorescence, 3 h; actives 0.96% (n = 320,000);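 active means mean replicate inhibition of at least 70% and a set share of replicates each scoring 70 or more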;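 further: 0% = median of neutral control wells and 100% = median of positive control wells; values of inactives mirror those of a sister screen read the other way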
SR-BI DiI-HDL act – activators of SR-BI mediated HDL lipid uptake; activation, % at 12.5 µM; CHO ldlA[mSR-BI] cells, DiI-HDL uptake fluorescence, 3 h; 100 = double the neutral-control signal; actives 0.096% (n = 320,000);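 active means mean replicate activation of at least 60% and every replicate at or above 60%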;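 further: 0% = median plate neutral-control signal and 100% = twice that signal; values of inactives mirror those of a sister screen read the other way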
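System: CHO ldlA[mSR-BI] cells / Medium: HEPES-buffered (25 mM, pH 7.4) F12 plus 0.5% BSA / Probe or stimulus: labelled HDL, 10 µg/mL / Doses: single compound concentration, delivered by pin transfer / Schedule: 3 h, 37 °C / Measured by: DiI fluorescence, bottom read / Measure: cell-associated DiI fluorescence as measure of HDL uptake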
PKA-R2B activ – activates the human PKA-R2B holoenzyme complex; P22694+P31323; PKA-R2B holoenzyme dissociation, Cy5-IP20 fluorescence polarization; R2B truncated from residue 108, S112A mutant; 0% DMSO only, 100% 113 µM cGMP; activation, % at 11.4 µM; actives 0.079% (n = 340,000);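 active means activation above a cutoff set at the mean over all compounds plus 3 SD, cut at about 18% in these data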;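 further: higher means more holoenzyme dissociation and a rise in polarization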
LANA DNA inh – inhibitors of KSHV LANA C-terminal domain DNA binding. AID 504423. actives 0.078% (n = 340,000). inhibition, % at 9 µM. MBP-C-LANA/FAM-LBS DNA binding, fluorescence polarization;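 active means highest replicate inhibition at or above 60% at 9 µM, even if other replicates fall short; inactive means all replicates below 60% inhibition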;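 further: 0% = neutral control wells and 100% = 4 µM acridine orange control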
Cardiac RTF inh – cardiac RTF calcium desensitization. P19429+P45379. IANBD-labeled cardiac RTF, Ca2+ fluorescence. inhibition, % at 7.15 µM. actives 0.12% (n = 340,000). AID 493244;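 active means inhibition above the mean inhibition of all tested compounds plus 3 SD, cut at about 17% in these data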;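 further: assay run at fixed EC70 calcium of 1.6 mM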
PvdQ acylase – blocks Pseudomonas aeruginosa PvdQ acylase activity | inhibition, % at 10 µM | AID 488965 | purified PvdQ acylase, fluorescence plate reader | actives 0.063% (n = 340,000); in the data active means inhibition above about 30%, passing the limit was not always enough;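 further: 0% = vehicle neutral wells and 100% = reference inhibitor wells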
Active calls of the source: *; nt = not tested or not shown.

Order of results – NSD2 inh	Keap1 Nrf2 FP	DAGLB inhibitor	Arrestin-AP2 inh	SR-BI HDL uptake	SR-BI DiI-HDL act	PKA-R2B activ	LANA DNA inh	Cardiac RTF inh	PvdQ acylase
> O=C(CSCc1ccc(Br)cc1)N=Nc1c(O)[nH]c2ccccc12
    7.3	-1.5	3.0	1.1	-16.3	16.3	-5.3	-1.6	-11.9	2.6
> COc1ccc2cc(C(c3nnnn3CCc3ccccc3)N3CCCC(C)C3)c(=O)[nH]c2c1 (stereo not drawn)
    nt	-11.6	1.1	1.2	-9.9	9.9	0.3	-0.9	-12.7	-24.5
> OC(CCN1CCCCC1)(c1ccccc1)c1ccccc1
    nt	-1.0	2.5	31.2	-8.3	35.2	2.8	-2.1	4.1	2.0
> CCNC(=S)N(CCc1c(C)[nH]c2ccccc12)Cc1cccnc1
    3.5	-0.2	-1.6	13.0	24.9	-24.9	3.4	-3.0	-6.8	-4.1
> CN1C2CCC1CC(NC(=O)c1ccc([N+](=O)[O-])cc1)C2 (stereo not drawn)
    -1.0	-1.1	-0.1	7.8	-18.5	18.5	-0.1	-0.9	-2.4	-15.4
> O=C(CCCn1cc([N+](=O)[O-])cn1)NC1CCCCCC1
    nt	-2.3	2.0	-21.2	-43.3	43.3	-7.0	-1.2	-4.3	-13.6
> Fc1ccccc1NC(=S)NCc1ccc2c(c1)OCO2
    -1.6	-4.5	-2.5	-3.4	-14.4	14.4	2.9	-0.2	5.9	-11.0
> N#Cc1ccc(COC(=O)CSc2nnc(C3CCCCC3)n2N)cc1
    -7.0	1.0	-1.5	-5.2	1.2	-1.2	-1.4	0.2	-3.9	-9.5
> CCN1CCN(CCNC(=O)c2ccc3c(c2)N(Cc2ccc(F)cc2)C(=O)c2ccccc2S3=O)CC1 (stereo not drawn)
    10.4	-5.2	5.5	2.6	-7.0	nt	-10.2	-1.7	2.2	-1.6
> NC(=O)CC(NC(=O)c1ccccc1)c1ccc(NCc2ccc(F)cc2)c([N+](=O)[O-])c1 (stereo not drawn)
    nt	3.7	8.8	5.6	-16.8	16.8	-4.9	-1.7	-2.1	5.7
> Cc1onc(C(=O)Nc2c(C)n(C)n(-c3ccccc3)c2=O)c1[N+](=O)[O-]
    -1.5	1.6	0.0	5.7	-12.7	12.7	13.5	-0.7	1.6	-5.3
> Cc1ccc(O)c(C(=O)c2cnc3c(c2)c(C)nn3C)c1
    -0.5	1.0	-0.2	26.8	nt	nt	15.8	0.1	10.8	-3.7
> CCC(C)Sc1ccc(-c2nc3cnccn3c2NC2CCCCC2)cc1 (stereo not drawn)
    -6.5	-10.4	-2.1	26.2	63.3	-63.3	-12.0	5.0	-8.2	-5.7
> CC1(C)C(=O)NCCN1C(=O)CSc1nccc(-c2ccc(Br)cc2)n1
    1.0	1.9	5.0	4.7	15.7	-15.7	2.1	-0.6	-7.3	-0.1
> Cc1cccc(OCCn2cc(/C=N/NC(=O)c3ccncc3)c3ccccc32)c1
    2.8	0.5	2.3	32.1	41.0	-41.0	10.3	0.0	0.9	0.0
> COc1ccc(CCC(=O)Nc2cc3c4c(c2)CCC(=O)N4CCC3)cc1
    0.5	-1.6	2.9	-4.5	64.5	-64.5	-4.4	-1.7	-0.6	-6.9
> O=C1/C(=C/c2cccs2)SC(=S)N1N1CCOCC1
    0.5	5.2	-0.3	-0.3	-0.4	0.4	-2.8	-2.2	1.8	-10.4
> COCCN(CCOC)C(=O)c1cc2sc3ccccc3c2s1
    -3.7	-2.4	-4.6	-8.3	24.2	-24.2	0.9	-0.7	6.0	-4.7
> Cc1ccc(NC(=O)Nc2nnc(-c3ccccc3)o2)cc1
    -0.3	-2.6	0.6	-3.1	-22.4	22.4	-5.7	3.2	-9.4	-17.9
> O=C(CC1Sc2ccccc2NC1=O)OC(C(=O)NCCc1ccccc1)c1cccnc1 (stereo not drawn)
    -5.5	-3.9	-0.8	-0.2	-7.6	7.6	-3.8	-0.6	4.1	-6.1
> O=C(CSc1nnc(CNC(=O)c2cccs2)o1)NCc1ccc(F)cc1
    1.2	2.8	-0.4	18.6	-6.5	6.5	-13.4	-0.3	-0.7	-0.4
> COCCNC(=O)C1CC2Cn3c(nc4cc5ccccc5cc43)C2N1C (stereo not drawn)
    nt	-7.5	3.4	7.8	-7.4	7.4	-5.1	4.0	-8.0	-4.7
> COc1ccc2c(C(=O)CN3CCC(C)CC3)c[nH]c2c1
    1.3	0.9	0.8	10.8	-29.2	29.2	-7.1	-1.5	-4.0	-7.6
> COc1ccc(CN2C(=O)C(CC(C)C)Nc3ncnc(N4CCN(c5ccccn5)CC4)c32)cc1 (stereo not drawn)
    nt	-5.5	-0.9	-0.2	2.7	-2.7	-5.2	-3.1	1.0	-8.3
> O=C(c1ccco1)N1CCN(C(=O)c2ccc(-c3ccc(Cl)cc3)o2)CC1
    0.6	-1.9	0.2	-4.5	26.3	-26.3	-2.5	-0.8	-10.4	-22.7
> COc1ccccc1NC(=O)CN(Cc1ccco1)C(=O)c1cc2ccccc2o1
    nt	2.0	-1.3	-23.2	16.5	-16.5	-7.1	1.0	-1.8	-2.3
> O=C(Nc1cccc(S(=O)(=O)N2CCOCC2)c1)C1CC(=O)N(c2ccc3c(c2)OCCO3)C1 (stereo not drawn)
    -1.8	1.3	-2.3	41.5	14.3	-14.3	0.6	-0.2	-0.2	-2.5
> COc1ccc(N2CCN(S(=O)(=O)c3c(C)[nH]c(C)c3C(=O)N3CCCC3)CC2)cc1
    1.8	-6.2	0.6	0.6	-5.6	5.6	-0.5	-0.8	-1.8	-7.6
> CCCCNC(=S)NNC(=O)c1csc2ccccc12
    1.6	-3.8	-0.7	-2.8	0.3	-0.3	-6.0	-0.1	4.8	-10.9
> COCCNC(=O)CCc1c(C)nc2c(c(C)nn2-c2ccc(C)cc2)c1C
    2.2	-1.8	-2.7	31.7	47.8	-47.8	-1.8	0.0	2.3	0.1
> CCCCCCCCCCCCCCCCCCNc1ccn(C2OC(COP(=O)(O)OCC3OC(n4cc(F)c(=O)[nH]c4=O)CC3O)C(O)C2O)c(=O)n1 (stereo not drawn)
    nt	-2.4	-4.2	-10.3	-28.6	28.6	-7.1	4.1	-4.4	-11.1
> C=CCON/C(CCC)=C1\C(=O)C(C(=O)OC)C(C)(C)CC1=NC (stereo not drawn)
    -2.8	-3.3	2.2	-38.4	-2.1	2.1	-3.2	1.8	-1.1	-0.3
> Cc1ccc(S(=O)(=O)NCCC(=O)N2CCN(c3cccc(Cl)c3)CC2)cc1C
    -1.6	3.1	0.5	-1.2	28.7	-28.7	-6.6	-1.9	0.2	-6.9
> O=C(NCCN1CCOCC1)C1CCN(c2nc3ccccc3o2)CC1
    -1.8	1.0	-3.5	22.0	-16.6	16.6	6.6	0.8	-9.6	5.0
> COc1ccc(Cl)cc1NC(=O)Nn1cnnc1
    nt	3.8	-2.3	29.8	-5.3	5.3	-4.9	0.4	-2.5	-8.3
> Cc1[nH]c(=O)[nH]c1C(=O)CCCCC(=O)OCC(=O)Nc1ccccn1
    142.2*	-5.0	-0.5	0.8	-13.9	13.9	-4.5	-1.3	-3.0	-11.4
> COc1cccc(NC(=O)c2cccnn2)c1
    -1.5	-4.2	1.4	5.9	3.0	-3.0	-3.2	0.0	-3.8	-2.5
> CCCCNC(=O)CCc1nc2cccnc2n1Cc1ccccc1
    -3.2	-4.0	-3.6	-8.2	-9.1	9.1	11.3	-2.2	-7.4	-13.8
> O=C(CSc1nc2ncc(Cl)cc2[nH]1)NCC(=O)Nc1ccc(F)c(F)c1F
    -1.7	2.9	12.5	-4.9	nt	nt	-3.4	1.1	-11.2	-9.2
> Fc1ccccc1Cc1noc(CN2CCC(OCc3cccnc3)CC2)n1
    -1.9	3.8	nt	-15.1	13.3	-13.3	nt	0.2	nt	-6.7
> CC(C)C(=O)Nc1cccc(C(=O)NCc2ccc(S(N)(=O)=O)cc2)c1
    0.5	-1.2	-0.1	0.2	nt	nt	-5.2	0.1	-12.3	-10.4
> O=C(c1ccc(Cl)c(S(=O)(=O)N2CCCCCC2)c1)N1CCN(c2ccccc2O)CC1
    0.5	-0.7	-2.0	21.6	23.9	-23.9	7.1	-1.0	-0.6	3.2
> O=C(O)C1CCN(C(=O)OCc2ccccc2)CC1
    2.3	-7.3	2.4	1.3	3.1	-3.1	-6.7	-0.6	1.4	-2.7
> COc1cccc(NC(=O)CN(C)CC(=O)c2c(N)n(Cc3ccccc3)c(=O)n(C)c2=O)c1
    -4.2	-6.7	0.0	0.9	-4.7	4.7	8.0	-0.4	-4.6	-9.7
> Cn1c(N)c(C(=O)COC(=O)c2cccc(S(=O)(=O)N3CCOCC3)c2)c(=O)n(C)c1=O
    0.8	-1.1	-2.2	34.3	-5.9	5.9	-2.6	-0.5	-1.1	-1.0
> CC1(C)CC(=O)C2=C(C1)Nc1ncnn1C2c1ccccn1 (stereo not drawn)
    -1.5	1.4	4.2	-2.3	-28.6	28.6	0.1	-1.1	2.8	-9.4
> O=C(Nc1ccccc1N1CCCC1)c1cccc(F)c1
    2.5	0.5	-9.4	6.5	27.4	-27.4	1.8	-0.4	-9.1	-16.6
> CC(NC(=O)COc1cccnc1[N+](=O)[O-])c1ccc(Cl)cc1 (stereo not drawn)
    -0.3	-3.7	-2.4	-0.5	-8.7	8.7	6.2	-0.2	-15.8	-10.3
> CCc1ccc(-c2nn(-c3cc(Cl)ccc3[N+](=O)[O-])c(=O)c3ccccc23)cc1
    0.7	3.9	-0.8	24.5	-40.2	40.2	4.9	0.8	-4.5	11.6
> CN(C)C(=O)C1C2NC(=S)N(c3ccc(Cl)cc3)C1(C)Oc1ccc(Cl)cc12 (stereo not drawn)
    4.7	-0.4	1.3	18.4	1.2	-1.2	0.4	18.8	-3.2	3.7
> Cc1cccc(NC(=O)c2cc(=O)c3ccccc3o2)n1
    -0.5	-4.3	-1.8	25.8	-25.7	25.7	0.6	-0.8	-3.0	0.0
> COc1ccccc1CCNC(=O)c1ccc(NC(=O)CC2SC(N3CCCC3)=NC2=O)cc1 (stereo not drawn)
    -9.1	-3.4	3.4	-4.8	64.9	-64.9	-13.9	-0.7	-6.7	-7.3
> O=C(O)Cc1nc2nc3c(c(=O)n2[nH]1)CCCC3
    -0.2	1.4	-0.1	5.5	-15.4	15.5	1.2	-2.0	-1.8	-13.7

High-throughput results from PubChem BioAssay.

This is a random part of the collection. Share with any hit: about 2.1%.
